Compound activity (PubChem)
EPAC2 ag = qHTS for Agonist of cAMP-regulated guanine nucleotide exchange factor 4 (EPAC2): primary screen. Rap guanine nucleotide exchange factor 4 (Homo sapiens), Q8WZA2. EPAC2 activation, biochemical qHTS; response scale: 100% = 6.5 mM cAMP response. Potency, µM (series often up to 154 µM), for the others: top-dose activation, most hits filed as activators. 0.079% of 360,000 active; note: nearly all actives have a fitted effect of over 50% in size
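EPAC2 (100 nM) mixed with Rap1B loaded with BODIPY-GDP (250 nM) plus 50 uM unlabeled GDP; compounds pinned in, 5 min RT, then read every 5 min for 30 min (ex 480, em 540 nm). Normalized to cAMP control.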
EPAC2 antag = qHTS for Antagonist of cAMP-regulated guanine nucleotide exchange factor 2 (EPAC2): primary screen; AID 720708, 2013; EPAC2 GEF exchange of Rap1B-BODIPY-GDP, fluorescence; Rap guanine nucleotide exchange factor 4 (Homo sapiens), Q8WZA2; Potency, µM (titrated, usually from 114 µM), for inactives: top-dose activity, negative = inhibition, usual class: inhibitors; 0.18% of 360,000 active; note: % is set by controls: 0 for no effect and ±100 for the full control effect; nearly all actives have a fitted effect of over 45% in size; many of its hits are not listed in these tables
FUS yeast rescue = qHTS for Suppressors of FUS Proteinopathy: Primary screen using FUS-linked yeast assay. 0.24% of 390,000 active. S. cerevisiae FUS-expressing, growth rescue, OD600, 24 h. AID 1347120, 2019. Potency, µM (titrated, usually from 76.6 µM), inactives show top-dose growth rescue (activation), usual class: activators;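 note: plate controls were DMSO vehicle for no effect and reference control for full effect; nearly all actives have a fitted effect of over 55% in size; some results filed as inactive show a strong effect at the top dose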
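S. cerevisiae expressing FUS from galactose induction served as the toxicity model. Growth after 24hr at 30C, read as absorbance at 600 nm, indicates suppression of toxicity; compounds dosed at several concentrations.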
PTHR1 ag = qHTS for PTHR1 Agonists: Primary Screen; Parathyroid hormone/parathyroid hormone-related peptide receptor (Homo sapiens), Q03431; HEK293 GP2 PTHR1 cells, GloSensor cAMP luminescence, 1 h; Potency, µM (top dose mostly 115 µM), inactives show top-dose activation, hits mostly activators; 0.075% of 410,000 active; note: nearly all actives have a fitted effect of over 55% in size; some results filed as inactive show a strong effect at the top dose; inactives centre near -15; many of its hits are not listed in these tables
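HEK-293-derived GP2 cells expressing PTHR1 and a GloSensor cAMP reporter, 3,000/well, plated overnight, given luciferin plus IBMX (each 0.5 mM as added) for 1 h at 37 °C, then compound for 1 h at 37 °C. Luminescence was read after 15 min at room temperature.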
TDP-43 yeast inh = qHTS of TDP-43 Inhibitors; Potency, µM (series often up to 46.1 µM), for inactives: at the top dose growth rescue (activation), usual class: activators; TDP-43 expressing yeast growth rescue, BacTiter-Glo, 24 h; 1.8% of 410,000 active; note: % of control where 0% means no effect; nearly all actives have a fitted effect of over 50% in size
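Galactose-induced TDP-43 yeast, OD600=0.02, compound pinned; 24 hr, 30 deg C; BacTiter-Glo luminescence for growth. Inhibitors of TDP-43 toxicity read as activators.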
aSyn yeast inh = qHTS of alpha-syn Inhibitors; Yeast expressing alpha-synuclein, growth rescue, BacTiter-Glo, 24 h; Potency, µM (doses to about 46.1 µM), for inactives: at the top dose growth rescue (activation), hits mostly activators; 0.14% of 370,000 active; AID 652106, 2013; note: % of control where 0% means no effect; nearly all actives have a fitted effect of over 65% in size
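Galactose-induced alpha-syn yeast (OD600=0.02, raffinose-pregrown) + pinned cpd, 24 hr, 30 deg C; growth by BacTiter-Glo luminescence. Growth restoration scores as activation.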
EPAC1 antag = qHTS for Antagonist of cAMP-regulated guanine nucleotide exchange factor 3 (EPAC1): primary screen; Potency, µM (top dose mostly 115 µM), for the others: at the highest dose activity change, negative = inhibition, usual class: inhibitors; 0.14% of 360,000 active; EPAC1 GEF assay, Rap1b-BODIPY-GDP exchange fluorescence;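 note: plate controls were vehicle for no effect and positive control for full effect; nearly all actives have a fitted effect of over 50% in size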
Target sequence (O95398 whole entry, looked up): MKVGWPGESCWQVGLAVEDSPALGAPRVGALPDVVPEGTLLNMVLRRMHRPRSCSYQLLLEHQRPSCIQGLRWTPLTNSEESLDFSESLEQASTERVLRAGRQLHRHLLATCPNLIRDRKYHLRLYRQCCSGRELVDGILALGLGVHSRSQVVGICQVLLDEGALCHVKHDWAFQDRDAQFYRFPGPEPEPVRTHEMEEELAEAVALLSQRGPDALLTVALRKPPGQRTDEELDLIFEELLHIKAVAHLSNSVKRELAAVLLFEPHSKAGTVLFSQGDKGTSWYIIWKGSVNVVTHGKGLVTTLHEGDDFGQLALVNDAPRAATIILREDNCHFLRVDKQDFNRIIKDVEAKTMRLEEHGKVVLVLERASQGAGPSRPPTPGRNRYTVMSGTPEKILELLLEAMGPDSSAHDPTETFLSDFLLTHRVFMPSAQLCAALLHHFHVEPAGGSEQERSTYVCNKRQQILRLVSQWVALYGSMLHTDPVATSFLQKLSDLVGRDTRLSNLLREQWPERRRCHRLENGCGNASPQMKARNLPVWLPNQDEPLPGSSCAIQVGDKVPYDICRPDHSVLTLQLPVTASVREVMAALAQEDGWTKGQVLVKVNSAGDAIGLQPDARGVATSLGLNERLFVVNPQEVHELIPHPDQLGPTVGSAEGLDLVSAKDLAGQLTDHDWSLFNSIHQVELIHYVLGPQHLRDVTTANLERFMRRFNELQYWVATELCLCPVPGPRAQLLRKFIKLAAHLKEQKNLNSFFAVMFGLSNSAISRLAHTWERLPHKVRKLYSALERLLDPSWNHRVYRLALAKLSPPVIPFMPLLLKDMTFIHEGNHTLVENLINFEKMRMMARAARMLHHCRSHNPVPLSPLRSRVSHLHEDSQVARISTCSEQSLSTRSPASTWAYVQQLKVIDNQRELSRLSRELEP
EPAC1 agonist = qHTS for Agonist of cAMP-regulated guanine nucleotide exchange factor 3 (EPAC1): primary screen. Rap guanine nucleotide exchange factor 3 (Homo sapiens), O95398. Potency, µM (top dose mostly 154 µM), for the others: top-dose activation, most hits filed as activators. EPAC1 agonist qHTS, biochemical assay; response scale: 100% = response to 6.5 mM cAMP. AID 720707, 2013. 0.073% of 360,000 active; note: nearly all actives have a fitted effect of over 60% in size
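Nucleotide exchange by EPAC1 (100 nM) on Rap1B–BODIPY-GDP (250 nM) in the presence of 50 uM GDP is tracked fluorescently at 480/540 nm over 30 min. Signals are normalized to a 6.5 mM cAMP control.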
An asterisk follows results filed as active; i = inactive; ? = inconclusive; . = not tested or not shown; [ ] = remark or other dose. Calls come from the whole dose curve; as a rule, active = well fitted curve in the direction sought with a large enough effect; inconclusive = small, poorly fitted or top-dose-only effect, or another doubt; inactive = no such curve, though single readings can be large; an effect the other way counts as inactive or inconclusive. Potency is the fitted concentration of half-maximal effect.

SMILES	EPAC2 ag	EPAC2 antag	FUS yeast rescue	PTHR1 ag	TDP-43 yeast inh	aSyn yeast inh	EPAC1 antag	EPAC1 agonist
CCOc1ccc(N(CC(=O)NCc2ccccc2)C(=O)Cn2nnc(-c3ccc(C)o3)n2)cc1	13.9%	-7.6%	-8.3%	i	-7.5%	3.0%	-10.7%	8.3%
CCOC(=O)C1C(=O)NC(C)C1c1ccccc1 (configuration not stated)	-4.3%	0.1%	10.4%	i	3.0%	3.1%	0.0%	0.0%
S=c1[nH]nc(Cc2ccccc2)n1-c1ccc(Cl)cc1	3.1%	0.1%	3.3%	i	24.9%	13.0%	10.3%	14.2%
CC(=O)NC(=S)Nc1ccc(S(=O)(=O)N2CCOCC2)cc1	7.1%	0.7%	-20.0%	i	24.2%	0.6%	-1.7%	3.7%
CC(=O)Nc1cccc(C(=O)OCC(=O)NC(C)c2ccc(F)cc2)c1 (configuration not stated)	7.7%	-0.4%	3.9%	-28.3%	-13.5%	2.7%	-14.4%	8.9%
COc1cc(C(=O)NNC(=O)C2CCC2)cc(OC)c1OC	1.6%	3.5%	-7.5%	-10.1%	12.6%	-2.3%	-5.4%	-0.3%
O=C(c1ccco1)N1N=C(c2ccc3nccnc3c2)CC1c1ccccc1 (configuration not stated)	3.5%	-6.9%	13.7%	-4.1%	29.6%	8.0%	-11.1%	-2.0%
CCCN1C2CCCC1CC(NC(=S)Nc1cccc(C)c1)C2 (configuration not stated)	-1.6%	-0.2%	-3.1%	-48.1%[inhibitor]	0.0%	1.2%	6.0%	1.6%
CCNC(=S)N1CCN(c2ccccn2)CC1	4.2%	-13.4%	8.4%	-0.7%	-23.8%	-1.7%	-29.4%	-4.3%
CCSc1nnc(-c2ccc(S(=O)(=O)NCc3cccs3)cc2)o1	5.3%	0.0%	25.3%	-24.3%	7.3%	10.7%	4.8%	-6.6%
O=C(COC(=O)c1ccc(Cl)nc1)NNC(=O)c1ccc(Cl)cc1	7.9%	3.0%	17.4%	i	-22.0%	-2.4%	-4.8%	-1.5%
NC(=O)C(c1cccc(Cl)c1)c1ncc(C(F)(F)F)cc1Cl (configuration not stated)	12.4%	2.8%	-0.5%	i	0.0%	3.5%	2.1%	4.6%
COc1ccccc1N1CCN(C(=O)C2CCN(S(=O)(=O)c3ccccc3F)CC2)CC1	7.7%	-0.2%	28.8%	i	8.4%	0.6%	-16.0%	-9.4%
COc1ccc(-n2nc(C(=O)NCC(=O)NCc3ccccc3OC)c3ccccc3c2=O)cc1	6.3%	-1.3%	5.3%	i	-1.9%	3.8%	17.9%	-0.8%
COc1cc(OC)cc(C(=O)NC(C)CCc2ccccc2)c1 (configuration not stated)	6.6%	1.7%	18.6%	i	13.5%	-9.1%	-15.5%	-5.6%
CC1(C(=O)NS(=O)(=O)c2cccc(F)c2)CCN1C(=O)C1(c2ccc(Cl)cc2)CCC1 (configuration not stated)	2.6%	?	?	i	?	-2.2%	-19.4%	-4.0%
Cc1c(NC(=O)c2ccc(F)c(S(=O)(=O)N3CCOCC3)c2)c(=O)n(-c2ccccc2)n1C	7.4%	11.8%	16.1%	i	-8.4%	-5.1%	-4.2%	-5.4%
O=C(Nc1ccccc1)c1sc(N2CCOCC2)nc1-c1ccccc1	-18.2%	5.8%	1.7%	-14.0%	-9.4%	4.3%	8.3%	-9.2%
CCOC(=O)C1=CC[C@@H](c2cccc(Br)c2)N(S(=O)(=O)c2ccc(F)cc2)[C@H]1c1cccc(Cl)c1	2.1%	3.0%	-4.2%	i	15.8%	9.5%	-4.4%	-6.7%
Cc1ccc(OCC(=O)NC2CCS(=O)(=O)C2)cc1 (configuration not stated)	6.3%	6.9%	-8.4%	i	-18.0%	-9.4%	9.4%	2.5%
CC(=O)NCCc1nc2cc(NS(=O)(=O)c3ccc(Cl)cc3)ccc2n1C	-0.4%	3.0%	-3.3%	i	-14.7%	-1.5%	-6.4%	-0.2%
Oc1ccc(/C=C/c2ccc3cccc(O)c3n2)cc1Br	18.7%	1.7%	20.6%	-0.6%	-53.0%[inhibitor]	-19.3%	13.5%	4.2%
CCN(CC)CCN(C(=O)C1=COCCO1)c1nc2cc(C)cc(C)c2s1	-3.4%	-6.4%	5.3%	i	-24.9%	-0.9%	4.2%	3.0%
O=C1CCC(C(=O)N2CCc3ccccc3C2)CN1CCCN1CCOCC1 (configuration not stated)	0.5%	9.3%	.	-23.9%	-7.5%	0.1%	9.8%	-1.9%

Among those listed so far, 2 have bromine.
SMILES	EPAC2 ag	EPAC2 antag	FUS yeast rescue	PTHR1 ag	TDP-43 yeast inh	aSyn yeast inh	EPAC1 antag	EPAC1 agonist
CCOC(=O)C1=CC[C@@H](c2cccc(Br)c2)N(S(=O)(=O)c2ccc(F)cc2)[C@H]1c1cccc(Cl)c1	2.1%	3.0%	-4.2%	i	15.8%	9.5%	-4.4%	-6.7%
Oc1ccc(/C=C/c2ccc3cccc(O)c3n2)cc1Br	18.7%	1.7%	20.6%	-0.6%	-53.0%[inhibitor]	-19.3%	13.5%	4.2%

(cont.)
SMILES	EPAC2 ag	EPAC2 antag	FUS yeast rescue	PTHR1 ag	TDP-43 yeast inh	aSyn yeast inh	EPAC1 antag	EPAC1 agonist
O=C(O)c1ccc2c(c1)CCCN2	9.9%	7.7%	12.8%	i	16.4%	0.3%	-3.8%	8.2%
COc1cc(CO)ccc1OCC(=O)Nc1cccc2ccccc12	4.2%	3.3%	.	-15.1%	-3.1%	-4.1%	7.1%	6.0%
CCCC(=O)Nc1ccc2c(c1)nc(CN1CCCCC1)n2C	-3.3%	4.4%	8.2%	i	8.2%	-12.9%	5.5%	0.8%
COc1ccc(CSc2nc(C)cc(C)c2S(C)(=O)=O)cc1	16.6%	-18.7%	13.1%	-8.8%	23.5%	-7.4%	-13.2%	13.1%
CC(C)(C)c1ccc(-c2noc(-c3ccc4c(c3)CCO4)n2)cc1	-0.6%	-15.8%	-10.3%	-20.2%	-21.9%	-10.1%	8.4%	9.1%
Cc1ccccc1NC(=O)Cc1nc(COC(=O)CC(C)c2ccccc2)cs1 (configuration not stated)	5.9%	0.5%	15.5%	-14.1%	?	2.7%	-4.6%	-2.6%
CC1(C)CC(=O)C2=C(C1)N(c1ccc(F)cc1)C(=O)C2(NC(=O)c1ccccc1F)C(F)(F)F (configuration not stated)	-1.8%	16.4%	.	-24.4%	10.9%	0.8%	5.3%	-5.6%
COc1cc(O)c(C(CC(=O)N2CCOCC2)c2cc(OC)c(OC)c(OC)c2)c(OC)c1 (configuration not stated)	8.2%	-1.7%	7.8%	-23.7%	0.0%	-0.1%	-4.0%	2.5%
CCOC(=O)c1sc(NC(=O)C2CC(=O)N(c3ccc4c(c3)OCCO4)C2)nc1C (configuration not stated)	3.6%	-9.7%	37.0%	i	22.0%	4.0%	-13.8%	-7.4%
Cc1cc(OC(C)C(=O)NCc2ccccn2)c2c(C)c(Cc3ccccc3)c(=O)oc2c1 (configuration not stated)	-2.0%	-8.8%	0.2%	-21.1%	-4.8%	29.4%	?	12.8%
O=C(NC(NC(=S)Nc1ccc(Cl)cc1)C(Cl)(Cl)Cl)c1ccco1 (configuration not stated)	15.5%	-1.1%	16.6%	-36.5%[inhibitor]	27.0%	-11.9%	?	3.6%
CC(=O)c1ccc(S(=O)(=O)N2CCN(CC(=O)NC(=O)NC3CCCCC3)CC2)cc1	11.3%	-3.6%	.	-15.3%	7.8%	1.6%	-24.5%	7.6%
CC(C)CNC(=O)c1ccccc1NC(=O)c1ccccc1N(C)S(C)(=O)=O	5.7%	6.7%	15.2%	i	-12.6%	1.2%	11.7%	-8.7%
Cn1c(/C=N/O)nc2ccccc21	9.6%	9.4%	-13.5%	-31.0%	4.1%	3.8%	10.2%	0.9%
CCc1ccc(S(=O)(=O)Nc2cccc(-c3ccc4nncn4n3)c2)s1	1.1%	-26.8%	14.9%	-46.7%[inhibitor]	0.0%	-7.9%	-17.0%	-9.2%
CCOC(=O)C1=C(C)NC2=C(C(=O)CCC2)C1c1cccs1 (configuration not stated)	2.1%	4.1%	-16.7%	i	-4.0%	-9.9%	0.1%	-10.7%
Cc1cccc(NC(=S)N(C)C2CCCCC2)c1	-3.5%	0.3%	-10.1%	-18.6%	25.4%	-3.7%	3.6%	10.4%
Cc1sc2ncn(CC(=O)Nc3ccccc3F)c(=O)c2c1-c1ccccc1	9.2%	3.8%	35.8%	-28.6%	27.2%	-0.7%	-10.7%	8.7%
COc1ccc(C(=O)NCCN2CCCC2)cc1[N+](=O)[O-]	7.2%	1.4%	3.3%	i	9.6%	-0.2%	3.1%	5.0%
CCc1ccc2[nH]cc(C(=O)OCCOC)c(=O)c2c1	-3.8%	-18.5%	-0.7%	i	-1.3%	1.8%	6.2%	-5.2%
CC(C)(C)NC(=O)C(c1ccc(C#N)cc1)n1c(=O)c(-c2ccco2)nc2ccccc21 (configuration not stated)	-3.9%	0.6%	?	i	29.4%	1.0%	?	-1.3%
Cc1ccc(Sc2nnc(-c3ccccc3)cc2C#N)cc1	9.8%	-3.2%	-17.7%	-11.6%[57.5 µM]	21.1%	3.8%	2.1%	2.5%

One compound at a time, from the list above. Values in the order: EPAC2 ag | EPAC2 antag | FUS yeast rescue | PTHR1 ag | TDP-43 yeast inh | aSyn yeast inh | EPAC1 antag | EPAC1 agonist
CC(C)CNC(=O)c1ccccc1NC(=O)c1ccccc1N(C)S(C)(=O)=O as listed: 5.7% | 6.7% | 15.2% | i | -12.6% | 1.2% | 11.7% | -8.7%
Cc1sc2ncn(CC(=O)Nc3ccccc3F)c(=O)c2c1-c1ccccc1 as listed: 9.2% | 3.8% | 35.8% | -28.6% | 27.2% | -0.7% | -10.7% | 8.7%
CCc1ccc(S(=O)(=O)Nc2cccc(-c3ccc4nncn4n3)c2)s1 as listed: 1.1% | -26.8% | 14.9% | -46.7%[inhibitor] | 0.0% | -7.9% | -17.0% | -9.2%
CCOC(=O)C1=C(C)NC2=C(C(=O)CCC2)C1c1cccs1 (configuration not stated) as listed: 2.1% | 4.1% | -16.7% | i | -4.0% | -9.9% | 0.1% | -10.7%
CCc1ccc2[nH]cc(C(=O)OCCOC)c(=O)c2c1 as listed: -3.8% | -18.5% | -0.7% | i | -1.3% | 1.8% | 6.2% | -5.2%

The list is partial (hit frequency here may not be typical).
